# GPR35 antagonists = inhibition of zaprinast-stimulated GPR35 beta-arrestin translocation – imaging, U2OS, beta-arrestin-GFP, zaprinast agonist, primary screen (AID 2058); U2OS GPR35 beta-arrestin-GFP translocation imaging, zaprinast antagonism; higher % means a stronger effect; inhibition, % at 10 µM; hits with a dose series show IC50 in µM; 0.052% of 290,000 active;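 active = inhibition of at least 50% with at least 30 cells and total cytoplasm GFP at most 10,000,000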
# Rac1 GTP hydrolysis = MgcRacGAP GTPase-activating activity inhibitors, confirmation, biochemical, ADP Hunter fluorescence; MgcRacGAP-stimulated Rac1 GTP hydrolysis, ADP Hunter fluorescence; higher % means a stronger effect; GST-tagged Rac1 F28L mutant substrate; inhibition, % at 30 µM; hits with a dose series show IC50 in µM; 0.6% of 340,000 active; AID 624330;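 active = first-screen hits whose inhibition reached a set limit at any dose in the follow-up dose series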;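 also: fluorescence reports GDP produced by GAP-driven GTP hydrolysis; strong numbers were not always called active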
# AID2073 = inhibitors of Mint1-CaV2.2 protein interaction, biochemical, HTRF (AID 2073); HTRF protein-protein interaction, Mint1-CaV2.2; higher % means a stronger effect; inhibition, % at 20 µM, or IC50 in µM where a hit was titrated; 0.19% of 290,000 active; in the data active = inhibition mostly above about 51%, no sharp cut-off; also: some results filed as inactive read as strong as hits
# NTR1 agonist = agonists of NTR1, primary screen, imaging, U2OS cells, beta-arrestin-GFP, high content (AID 493036); P30989; NTR1-U2OS beta-arrestin-GFP spot imaging, agonist mode; activation, % at 20 µM; 0.17% of 330,000 active;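 active = activation at or above 40% of the spot to cytoplasm intensity ratio, with at least 20 cells analyzed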;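 also: 0% = DMSO without peptide and 100% = 100 nM NTR1 peptide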
# Target sequence (P30989 whole entry, looked up): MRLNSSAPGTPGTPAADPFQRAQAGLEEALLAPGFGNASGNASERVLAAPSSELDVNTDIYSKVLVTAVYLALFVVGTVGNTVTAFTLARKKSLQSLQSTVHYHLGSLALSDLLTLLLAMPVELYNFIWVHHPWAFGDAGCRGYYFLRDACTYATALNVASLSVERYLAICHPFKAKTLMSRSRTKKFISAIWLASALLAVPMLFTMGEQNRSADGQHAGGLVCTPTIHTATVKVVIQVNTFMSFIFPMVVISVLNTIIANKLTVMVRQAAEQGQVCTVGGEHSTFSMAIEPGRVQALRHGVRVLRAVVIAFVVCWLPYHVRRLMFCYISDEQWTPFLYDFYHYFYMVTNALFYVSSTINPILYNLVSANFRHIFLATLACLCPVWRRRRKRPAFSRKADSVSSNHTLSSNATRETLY
# Large T inhibition = SV40 large T antigen inhibitors, biochemical (AID 1903); 0.39% of 310,000 active; SV40 large T antigen ATPase/helicase inhibition assay; higher % means a stronger effect; inhibition, % at 20 µM; hits with a dose series show IC50 in µM; in the data active = a potency from the dose series; also: strong numbers were not always called active
# GPR55 antagonists = GPR55 antagonists blocking LPI-driven arrestin recruitment, primary screen, imaging, U2OS, beta-arrestin-GFP, LPI agonist (AID 2013) | U2OS GPR55 beta-arrestin-GFP translocation imaging, LPI antagonism; higher % means a stronger effect | inhibition, % at 10 µM, or IC50 in µM where a hit was titrated | 0.13% of 290,000 active;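 active = spots per cell inhibited over 60%, with over 100 cells counted and total cytoplasm intensity under 500,000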;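 also: U2OS cells stably carrying GPR55 and arrestin-GFP stimulated by 5 µM LPI near EC80; imaged beta-arrestin-GFP aggregate spots per cell after agonist stimulation; plate controls were LPI-stimulated DMSO wells for no effect and DMSO wells without LPI for full effect; some results filed as inactive read as strong as hits; confirmed hits need IC50 under 10 µM and bright autofluorescent wells are also inconclusive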
# GPR55 activation = selective activators of receptor GPR55 – imaging, U2OS cells, beta-arrestin-GFP redistribution, primary screen (AID 1961); activation, % at 10 µM; hits with a dose series show EC50 in µM; U2OS GPR55 beta-arrestin-GFP redistribution imaging; higher % means a stronger effect; 0.048% of 290,000 active;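 active = activation above 40% with more than 50 cells counted in the well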;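 also: U2OS osteosarcoma cells stably expressing GPR55 and beta-arrestin-GFP; plate controls were DMSO negative control for no effect and LPI positive control for full effect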
# Yfh1-off respiration = mitochondrial function rescue without frataxin homolog – Friedreich's ataxia, plus single-dose screen, dose response (AID 1465). fold induction at 50 µM; hits with a dose series show EC50 in µM. 0.074% of 220,000 active. S. cerevisiae Yfh1-off respiration, WST-1 reduction, 72 h; higher fold induction means a stronger effect;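 active = fold induction of absorbance versus untreated yeast above a set limit, then at least 30% activation at any dose in follow-up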;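 also: activators that raise dye reduction in frataxin-depleted yeast; strong numbers were not always called active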
# Dengue-2 NS5 capping = flavivirus cap methylation enzyme inhibition – biochemical, confirmation dose response, primary screen (AID 588689); Dengue-2 NS5 methyltransferase capping enzyme assay, biochemical; higher % means a stronger effect; one-dose inhibition, % at 25 µM; IC50 in µM for titrated hits; 0.3% of 340,000 active; in the data active = a potency from the dose series
# NTR1 agonist cell count 20 µM = further read-out of NTR1 agonist, marked with its call; cell count; measured here: cell count, cytotoxicity flag
# Dengue-2 NS5 capping pilot replicate = second read-out of Dengue-2 NS5 capping, no call of its own (marks repeat the call); inhibition, %; measured here: pilot screen replicate inhibition
# Numbers without * were called inactive; i = inactive; · = no result given.
SMILES,GPR35 antagonists,Rac1 GTP hydrolysis,AID2073,NTR1 agonist,NTR1 agonist cell count 20 µM,Large T inhibition,GPR55 antagonists,GPR55 activation,Yfh1-off respiration,Dengue-2 NS5 capping,others
CCOC(=O)C[C@H]1c2ccccc2S(=O)(=O)N1Cc1cccc(C(F)(F)F)c1,·,3%,·,-0.2,48,2%,·,·,i,-9%,
COC(=O)c1ccccc1N(C)S(C)(=O)=O,5%,5%,-3%,-1.0,61,-1%,-5%,0.2%,i,-6%,
Nc1ncnc(Sc2ncccn2)c1[N+](=O)[O-],-6%,-7%,-5%,·,·,14%,-8%,0.5%,i,-21%,
CC(C)(C)c1ccc(S(=O)(=O)N2CCC(N3CCCCC3)CC2)cc1,15%,6%,-11%,1.2,58,9%,20%,-0.1%,·,-5%,
CCN(CC)S(=O)(=O)c1ccc(-c2nnc(SCC(=O)N3c4ccccc4CC3C)n2CC)cc1 (stereo not drawn),6%,4%,-4%,1.2,41,0%,7%,0.5%,i,0%,
CC1(C)C(=O)Nc2ccccc2N1C(=O)CN1C(=O)c2ccccc2C1=O,12%,3%,-8%,-0.5,96,4%,-2%,-0.2%,i,-1%,
Cc1nnc(SCC(=O)N2CCC(Cc3ccccc3)CC2)n(N)c1=O,8%,-11%,-1%,-0.2,42,2%,-9%,0.2%,i,-7%,
COc1ccc(-c2cn(CCC(=O)O)c(C)n2)cc1,·,8%,·,-1.3,69,12%,·,·,·,-1%,
CC(Sc1nnc(-c2ccccc2F)n1C1CC1)C(=O)NC(N)=O (stereo not drawn),11%,5%,5%,-0.9,51,4%,-3%,0.0%,·,0%,
CC(C)(C)c1ccc(NC(=O)Nc2ccc(F)cc2)cc1,-2%,·,2%,0.1,39,3%,4%,-0.1%,i,·,
Cc1ccc(S(=O)(=O)N2CCN(S(C)(=O)=O)C2C)cc1 (stereo not drawn),·,-2%,·,0.0,60,10%,·,·,·,7%,
CCOC(=O)c1ccccc1NC(=O)C(C)Oc1ccccc1 (stereo not drawn),-6%,11%,2%,2.4,87,8%,-4%,0.2%,i,-8%,
COc1ccc(-c2nn(-c3ccccc3)cc2/C=N/NC(=O)c2ccc(Br)o2)cc1,-7%,5%,13%,7.2,49,10%,26%,-0.1%,i,-6%,
CN1c2ccccc2-c2nc3ccccc3n2C1c1ccccn1 (stereo not drawn),1%,6%,5%,0.8,89,-2%,-18%,0.0%,i,2%,
O=C(/C=C/c1ccc2c(c1)OCO2)NCc1ccco1,16%,-1%,2%,-1.7,80,6%,4%,0.1%,i,-9%,
COc1cc(CNn2cnnc2)ccc1OCC(=O)NC1CCCCC1,0%,2%,-3%,-0.3,65,14%,-1%,-0.1%,i,-5%,Dengue-2 NS5 capping pilot replicate=-3.0
CN(C)c1ccc(/C=C2\CCC/C(=C\c3ccccc3)C2=O)cc1,-3%,10%,16%,·,·,6%,6%,-0.3%,i,-8%,
COc1ccc(Cl)cc1NC(=O)NCCCl,-6%,5%,-6%,-1.1,43,8%,6%,0.0%,i,0%,
COc1cccc(/C=N/Nc2cc(C)nc(-c3ccccc3O)n2)c1O,-2%,4%,28%,46*,51*,·,4%,0.3%,i,-5%,
COCCNC(=O)Cn1cnc2sc(C)c(S(=O)(=O)N3CCC(C)CC3)c2c1=O,12%,3%,7%,0.2,84,-5%,4%,-0.1%,i,-5%,
CCC(C)(C)NC(=O)C(c1ccc(C)o1)N(Cc1ccc2c(c1)OCO2)C(=O)c1snc(C(N)=O)c1N (stereo not drawn),6%,8%,9%,1.4,38,11%,-4%,-0.1%,·,-1%,
CCN1CCN(S(=O)(=O)c2ccc(OC)c(NC(=O)c3ccccc3F)c2)CC1,·,6%,·,-0.2,40,9%,·,·,·,-7%,
O=C(NCCCN1CCOCC1)C(=O)NCC1OCCN1S(=O)(=O)c1cc(F)ccc1F (stereo not drawn),0%,4%,35%,0.5,58,17%,3%,0.0%,·,-2%,
O=c1cc(-c2ccccc2)[nH]c2ccc(F)cc12,-10%,7%,4%,·,·,23%,-16%,0.6%,i,-2%,
O=C(NNC(=S)Nc1ccccc1)c1ccncc1,16%,16%,-36%,3.2,43,20%,-5%,0.0%,·,-8%,

# Retrieved one by one from the entries so far:
SMILES,GPR35 antagonists,Rac1 GTP hydrolysis,AID2073,NTR1 agonist,NTR1 agonist cell count 20 µM,Large T inhibition,GPR55 antagonists,GPR55 activation,Yfh1-off respiration,Dengue-2 NS5 capping,others
CC(Sc1nnc(-c2ccccc2F)n1C1CC1)C(=O)NC(N)=O (stereo not drawn),11%,5%,5%,-0.9,51,4%,-3%,0.0%,·,0%,
COc1ccc(-c2cn(CCC(=O)O)c(C)n2)cc1,·,8%,·,-1.3,69,12%,·,·,·,-1%,
COc1cc(CNn2cnnc2)ccc1OCC(=O)NC1CCCCC1,0%,2%,-3%,-0.3,65,14%,-1%,-0.1%,i,-5%,Dengue-2 NS5 capping pilot replicate=-3.0

# (continued)
SMILES,GPR35 antagonists,Rac1 GTP hydrolysis,AID2073,NTR1 agonist,NTR1 agonist cell count 20 µM,Large T inhibition,GPR55 antagonists,GPR55 activation,Yfh1-off respiration,Dengue-2 NS5 capping,others
NC(=O)CC(NC(=O)c1ccccc1)c1ccc(NC2CCCCCCC2)c([N+](=O)[O-])c1 (stereo not drawn),0%,8%,4%,2.1,91,22%,9%,-0.3%,·,-9%,
CCOC(=O)c1ncn2c1C(=O)OC2(C)C,9%,4%,-7%,2.4,31,3%,4%,-0.6%,i,-7%,
O=C(Cn1cc(C(F)(F)F)ccc1=O)N/N=C/c1ccc(O)cc1,-6%,95µM*,18%,0.8,45,3%,5%,0.3%,i,-8%,
Nc1nc(SCc2ccccc2Cl)ns1,6%,6%,-6%,-0.9,80,11%,-4%,0.5%,i,-6%,
CC(NS(=O)(=O)c1ccc2c(c1)OCCCO2)C(=O)O (stereo not drawn),-1%,1%,4%,4.3,38,11%,-7%,-0.3%,i,-4%,
CCOc1ccc(S(=O)(=O)NCCC(=O)N2CCCC(C)C2)cc1 (stereo not drawn),·,7%,·,0.1,39,0%,·,·,·,-5%,
Cc1cc(C)n2nc(C(=O)NCC(=O)Nc3ccc(F)c(F)c3)nc2n1,·,1%,·,-0.9,64,12%,·,·,·,3%,
C=CC(=O)NC(NC(=O)C=C)c1ccccc1F,-10%,-2%,13%,-0.9,47,2%,3%,0.6%,i,-4%,
CCCCn1c(CCn2nc(C)c(Br)c2C)n[nH]c1=S,2%,7%,-24%,-1.6,64,19%,11%,0.0%,i,-11%,
CC(C)CN(CC(C)C)S(=O)(=O)N1CCC(C(=O)NCc2ccc3c(c2)OCO3)CC1,8%,4%,0%,0.6,28,2%,5%,0.2%,i,-10%,
CN(C(=O)c1cc2n(n1)C(C(F)(F)F)CC(c1ccco1)N2)c1ccc(OC(F)(F)F)cc1 (stereo not drawn),-6%,11%,3%,2.8,96,-3%,3%,0.0%,i,-1%,
COC(=O)c1ccccc1NC(=O)NCc1ccc2c(c1)OCO2,4%,4%,-2%,1.0,55,-8%,13%,-0.1%,i,-8%,
COc1ccc(C(CCc2ccc(C)o2)NC(=O)Nc2ccc(OC)cc2OC)cc1 (stereo not drawn),-10%,1%,-5%,0.7,58,-1%,3%,-0.1%,i,-2%,
CC(=O)c1cccc(NC(=O)CSc2nc(=O)n(CCN3CCOCC3)c3c2CCC3)c1,·,0%,·,0.1,63,7%,·,·,·,-4%,
CC(C)NC(=O)CC(=O)N/N=C\c1ccccc1C(=O)O,9%,6%,1%,0.4,37,6%,-13%,0.2%,i,-6%,
CCOC(=O)c1cc(CC)sc1NC(=O)COc1ccc2c(C)cc(=O)oc2c1,-10%,2%,6%,4.8,27,14%,10%,0.4%,i,-4%,
CC(C)N1C(=S)N(Cc2ccco2)C(=O)C1CC(=O)Nc1ccccc1 (stereo not drawn),2%,2%,-7%,1.8,55,4%,5%,0.0%,i,-4%,
Cc1ccccc1-n1c(Cn2c(=O)sc3ccccc32)nnc1SCC(=O)N1CCOCC1,17%,3%,-4%,-2.0,55,7%,7%,-0.1%,i,-8%,
Cc1ccc(C(=O)O/N=C2\CCS(=O)(=O)c3sccc32)cc1,10%,9%,-21%,1.7,38,6%,2%,-0.3%,i,1%,
COCCCNC(=O)CSC1=Nc2ccccc2C2=NC(c3ccccc3)C(=O)N12 (stereo not drawn),5%,9%,11%,-1.7,102,7%,-2%,-0.4%,i,-6%,
CCCC(=O)Nc1cc(=O)n(C)c(=O)n1C,3%,11%,-6%,18,62,1%,10%,-0.1%,i,-1%,
O=c1c2ccccc2nnn1CCN1CCOCC1,2%,3%,8%,-1.8,82,9%,-8%,0.0%,i,-2%,
Cc1nnc(SCC(=O)Nc2cc(Cl)ccc2Cl)n1CC1CCCO1 (stereo not drawn),8%,2%,-12%,-0.7,45,8%,9%,-0.1%,·,-4%,
O=C(N/N=C1/CC2C=CCC12)c1ccco1 (stereo not drawn),-6%,0%,-8%,3.6,71,-5%,9%,0.0%,i,-4%,
O=c1[nH]cc(-c2ccc(Br)cc2)n1Cc1ccccc1,2%,11%,0%,1.9,54,7%,-3%,-0.1%,·,1%,
# (more compounds)
SMILES,GPR35 antagonists,Rac1 GTP hydrolysis,AID2073,NTR1 agonist,NTR1 agonist cell count 20 µM,Large T inhibition,GPR55 antagonists,GPR55 activation,Yfh1-off respiration,Dengue-2 NS5 capping,others
Clc1nc2ccccc2nc1-c1ccccc1,-9%,-1%,7%,4.8,75,2%,0%,0.0%,i,7%,
COc1cccc(-c2nc3ccc(O)cc3c(=O)o2)c1,4%,5%,-8%,3.5,77,4%,-12%,-0.1%,i,-6%,
CC(C)NC(=O)c1ccc2c(c1)N(CC(=O)Nc1ccccc1F)C(=O)C(C)(C)O2,-1%,0%,3%,2.8,72,14%,-8%,0.2%,·,3%,
Cc1ccc(S(=O)(=O)NC(N)=NCCc2ccccc2)cc1C,-4%,0%,-1%,-2.7,54,17%,12%,0.3%,i,-5%,
CC(C)OCCCn1c(NN)nc2ccccc2c1=O,-4%,-15%,10%,-0.6,56,7%,0%,0.5%,i,-8%,
CCOC(=O)c1ccc(NC(=O)Cn2ncc(Cl)c(Cl)c2=O)cc1,8%,18%,20%,1.2,76,21%,23%,-0.1%,i,11%,
CSc1nnc(-c2cccs2)n1C,0%,4%,7%,-1.4,33,7%,-8%,-0.2%,i,-1%,
O=S(=O)(Nc1ccc(N2CCCCC2)cc1)c1ccccc1F,-1%,·,-38%,1.0,50,16%,0%,0.2%,i,·,
COc1ccc(NS(=O)(=O)c2cccc(C(=O)NCc3ccco3)c2)cc1,·,3%,·,2.0,61,13%,·,·,·,4%,
COc1cc(NS(=O)(=O)c2ccc(NC(=S)NC(=O)c3ccco3)cc2)ncn1,-6%,·,-2%,-1.3,39,2%,-10%,-0.1%,i,·,
NCCN=C1NS(=O)(=O)c2ccccc21,7%,13%,6%,0.9,53,7%,9%,-0.2%,i,3%,

# Bioassay records from PubChem BioAssay.
